Screens deposited in PubChem by National Center for Advancing Translational Sciences (NCATS).
Abeta rescue = restores growth of yeast expressing A-beta42 peptide | AID 1347071 | Potency, µM (doses to about 46.1 µM), for inactives: at the top dose growth rescue, usual class: activators | 0.063% of 410,000 active | yeast expressing A-beta42, growth rescue, OD600, 48 h; response scale: 0% DMSO, 100% iron-clioquinol control; note: potency is the fitted concentration of half-maximal effect; nearly all actives have a fitted effect of over 55% in size
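Yeast A-beta toxicity model in growth medium with pinned compounds, 48 h at 30 C; growth read as absorbance at 600 nm. Normalized to FeCl3/clioquinol equimolar mix (positive) and DMSO (negative).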
IL2 activator = activators of IL-2; 0.065% of 360,000 active; IL-2 activation reporter assay, cell-based qHTS; stimulated with anti-CD3/CD4/CD28 beads; in transgenic mouse T cells; activation, % (series mostly up to about 46 µM); in the data active = activation above about 50%; inconclusive = mostly about 30% to 49%; note: 0% is about no effect
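First, unstimulated transgenic mouse T cells were exposed to compound for 60 min. Next, anti-CD3/anti-CD4-coated beads with anti-CD28 were added. Finally, after 18 h at 37 degrees C, EGFP and DsRed were imaged.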
EPAC1 agonist = activates human EPAC1 exchange factor; O95398; EPAC1 agonist qHTS, biochemical assay; response scale: 100% = response to 6.5 mM cAMP; Potency, µM (top dose mostly 154 µM), for inactives: top-dose activation, actives largely listed as activators; 0.073% of 360,000 active; AID 720707; note: potency is the fitted concentration of half-maximal effect; nearly all actives have a fitted effect of over 60% in size
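Fluorescent GDP-exchange assay: 100 nM EPAC1 with 250 nM Rap1B preloaded with BODIPY-GDP and 50 uM GDP; compounds tested as concentration series, 5 min at room temperature, then read every 5 min for 30 min (ex 480/em 540 nm); normalized to 6.5 mM cAMP.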
PI5P4Ka inh = blocks human PI5P4K alpha kinase activity. P48426. PI5P4Kalpha enzyme, ADP-Glo luminescence, 60 min; hits give low values. max response, %. 1.2% of 330,000 active. AID 652105; active = max response of -50% or lower; inconclusive = between -30% and -50%; inactive = -30% or higher; note: value at the top dose of about 77 µM; % is set by controls: 0 for no effect and ±100 for the full control effect
Target sequence (P48426 whole entry, looked up): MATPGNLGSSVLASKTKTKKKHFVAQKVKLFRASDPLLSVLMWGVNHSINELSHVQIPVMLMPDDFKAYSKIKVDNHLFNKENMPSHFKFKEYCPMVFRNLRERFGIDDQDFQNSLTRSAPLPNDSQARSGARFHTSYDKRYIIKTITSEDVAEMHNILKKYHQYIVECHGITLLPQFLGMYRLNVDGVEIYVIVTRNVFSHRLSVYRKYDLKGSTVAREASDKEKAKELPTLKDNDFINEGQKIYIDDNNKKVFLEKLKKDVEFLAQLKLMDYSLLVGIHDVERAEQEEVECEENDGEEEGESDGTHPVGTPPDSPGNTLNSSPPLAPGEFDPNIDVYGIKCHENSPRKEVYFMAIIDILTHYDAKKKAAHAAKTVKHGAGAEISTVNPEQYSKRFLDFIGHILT
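qHTS, 1536-well: enzyme/substrate mix, compound by pin tool, 5 microM ATP final; RT 60 min; ADP-Glo reagents 1 (45 min) then 2 (30 min); luminescence.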
EPAC1 antagonist = EPAC1 (human) antagonism | 0.14% of 360,000 active | O95398 | EPAC1 GEF assay, Rap1b-BODIPY-GDP exchange fluorescence | Potency, µM (highest dose often 115 µM), inactives show at the highest dose activity change, negative = inhibition, usual class: inhibitors;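 note: potency is the fitted concentration of half-maximal effect; plate controls were vehicle for no effect and positive control for full effect; nearly all actives have a fitted effect of over 50% in size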
PLK1 PBD inh = PLK1 (human) polo-box domain binding inhibition | P53350 | Plk1 PBD binding of FITC phosphopeptide, fluorescence polarization | Potency, µM, inactives show max response, negative = inhibition, actives largely listed as inhibitors | 2.8% of 360,000 active; note: potency is the fitted concentration of half-maximal effect; series mostly up to about 57 µM; % is set by controls: 0 for no effect and ±100 for the full control effect; nearly all actives have a fitted effect of over 65% in size
Target sequence (P53350 whole entry, looked up, the tested form may be a part): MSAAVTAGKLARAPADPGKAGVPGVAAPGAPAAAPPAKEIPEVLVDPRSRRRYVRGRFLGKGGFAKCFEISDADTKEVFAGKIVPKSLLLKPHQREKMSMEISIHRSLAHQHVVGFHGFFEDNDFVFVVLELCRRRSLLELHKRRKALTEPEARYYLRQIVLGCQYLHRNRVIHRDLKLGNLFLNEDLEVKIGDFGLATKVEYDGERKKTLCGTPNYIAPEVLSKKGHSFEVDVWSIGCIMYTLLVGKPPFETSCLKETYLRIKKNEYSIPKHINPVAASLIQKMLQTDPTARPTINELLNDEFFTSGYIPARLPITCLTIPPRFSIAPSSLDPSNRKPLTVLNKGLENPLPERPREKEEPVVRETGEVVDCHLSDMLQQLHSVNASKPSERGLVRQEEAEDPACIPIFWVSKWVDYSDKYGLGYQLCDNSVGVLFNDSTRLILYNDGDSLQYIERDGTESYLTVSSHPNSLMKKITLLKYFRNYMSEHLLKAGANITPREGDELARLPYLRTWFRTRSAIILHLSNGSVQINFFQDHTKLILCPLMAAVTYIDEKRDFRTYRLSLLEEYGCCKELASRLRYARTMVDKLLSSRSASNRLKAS
FUS yeast rescue = FUS proteinopathy suppression in yeast. AID 1347120. S. cerevisiae FUS-expressing, growth rescue, OD600, 24 h. Potency, µM (series often up to 76.6 µM), for inactives: at the highest dose growth rescue (activation), most hits filed as activators. 0.24% of 390,000 active;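 note: potency is the fitted concentration of half-maximal effect; plate controls were DMSO vehicle for no effect and reference control for full effect; nearly all actives have a fitted effect of over 55% in size; some results filed as inactive show a strong effect at the top dose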
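Read-out: OD at 600 nm after 24hr at 30C, reporting rescue of FUS-induced yeast toxicity. Cells at OD 0.005 in galactose (2%) minimal medium; compounds tested in a dilution series; CP55940 titration from 92uM final as control.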
WRN inhibitor = inhibitors of human WRN helicase | WRN helicase unwinding, fluorescent forked duplex, kinetic | Potency, µM (top dose mostly 114 µM), for the others: at the highest dose activity change, negative = inhibition, usual class: inhibitors | 0.46% of 360,000 active | AID 651768; note: potency is the fitted concentration of half-maximal effect; % is set by controls: 0 for no effect and ±100 for the full control effect; nearly all actives have a fitted effect of over 55% in size
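Kinetic fluorescence helicase assay: unwinding of a quenched forked DNA duplex (100 nM final) with 2 mM ATP final raises red fluorescence (525/598 nm). Compounds sat 15 min at room temperature with 20 nM WRN beforehand.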
* hit, by the source's call; ? = inconclusive; · = not tested or not shown; [ ] = remark or other dose. Unless noted, calls come from the whole dose curve; as a rule, active = well fitted curve in the direction sought with a large enough effect; inconclusive = small, poorly fitted or top-dose-only effect, or another doubt; inactive = no such curve, though single readings can be large; an effect the other way counts as inactive or inconclusive. Rows were taken by chance; 4.1% or so of the library scored in one or more.

Every second line gives: Abeta rescue, IL2 activator, EPAC1 agonist, PI5P4Ka inh, EPAC1 antagonist, PLK1 PBD inh, FUS yeast rescue, WRN inhibitor
> Cc1ccc(S(=O)(=O)N(C)C)cc1NC(=O)C1CCCN(C(=O)c2ccc(Cl)cc2)C1 (centres undefined)
  4.8%, -3.2, 2.5%, -1.1, -13.7%, 2.2%, 11.8%, 1.8%
> N#CCSc1nnc(-c2c[nH]c3ccccc23)o1
  12.1%, -1.8, -1.0%, -10.4, -23.5%, -1.4%, -5.7%, -3.2%
> CCOc1ccc(-n2c(C)nc3cc(C(=O)NCc4ccco4)ccc32)cc1
  10.7%, -0.4, -9.8%, 3.9, -15.0%, -24.6%, 13.5%, -11.5%
> COc1ccc2c(Cl)c(C(=O)N/N=C/c3cccnc3)sc2c1
  -2.3%, 1.9, 7.7%, -4.2, -9.7%, 2.7%, 17.8%, -20.3%
> Nc1n[nH]c(N)c1N=Nc1cccc(F)c1
  -7.5%, -0.1, 10.3%, -3.8, 21.7%, -2.5%, -4.4%, -9.9%[57.1 µM]
> Oc1ccc(/C=N/Nc2nc(N3CCCCCC3)nc(N3CCCCCC3)n2)c(O)c1
  -92.8%[inhibitor], -7.0, 6.6%, 0.0, 6.8%, -5.7%, 27.1%, -14.1%
> CN(C(=O)CSc1nc2cc(C(=O)O)ccc2c(=O)n1Cc1ccccc1)C1CCS(=O)(=O)C1 (centres undefined)
  8.6%, 1.4, 9.1%, ?, -24.7%, -12.0%, 5.8%, -2.9%
> CC(C)COP(=O)(c1ccc(N(C)C)cc1)C(O)c1ccccn1 (centres undefined)
  11.5%, 1.9, 7.7%, -3.4, -11.9%, -2.1%, -5.5%, -4.7%
> COc1ccc(CC(=O)N(Cc2ccccc2)c2cccc(C)c2)cc1OC
  -17.0%, -1.9, 10.9%, 13.3, -2.2%, -5.1%, ·, -35.4%
> Cc1nc2cc(NC(=O)C3COc4ccccc4O3)ccc2s1 (centres undefined)
  ?, -1.6, 7.3%, 1.8, -18.2%, -2.5%, 22.5%, 1.6%[57.1 µM]
> Cc1ccccc1-c1noc(CCC(=O)NCc2ccco2)n1
  6.1%, 0.5, 0.4%, -29.5, -13.0%, -12.0%, ?, -13.1%
> Cc1cc(C(=O)NNS(=O)(=O)c2ccccc2C(F)(F)F)nn1C(C)(C)C
  -8.1%, 0.4, -1.7%, -0.2, 5.3%, -6.8%, 11.2%, 0.6%
> COc1ccc(CN2CCC(C(=O)N(C)CCc3ccc(OC)c(OC)c3)CC2)c(OC)c1
  12.3%, 0.0, 4.2%, 7.4, 3.3%, -9.9%, -2.4%, 10.5%
> CCOc1ccc(C2C3=C(CCCC3=O)Nc3nc(C(F)(F)F)nn32)cc1OC (centres undefined)
  18.9%, 0.4, -6.1%, -5.8, 9.5%, -6.9%, -21.9%, -1.6%
> COc1ccc(C(=O)N/N=C/c2ccc(OC)c(COc3ccccc3)c2)cc1
  11.1%, -0.3, -4.5%, -1.8, -28.6%, 2.1%, 0.0%, -8.9%
> Cc1cc(NC(=O)Nc2c[nH]c(=O)[nH]c2=O)ccc1Br
  -12.8%, -0.2, 12.0%, -27.5, 7.3%, -7.2%, -13.7%, ?
> CCOC(=O)c1[nH]ncc1CN1CCC(Cc2cccc(OC)c2)(C(=O)OCC)CC1
  4.5%, -0.3, 4.5%, 7.6, 10.8%, -1.9%, -4.6%, -5.4%
> Cc1ccc(-c2nc(CSc3nc4ccccc4c(=O)n3C)cs2)cc1
  24.6%, 0.3, 3.0%, 31.1, -2.0%, -3.6%, ·, -8.5%
> CC1(C)OC(=CC=Nc2ccc(Cl)cc2)OC1(C)C
  9.2%, -2.8, -8.6%, 0.6, 11.2%, 7.2%, 6.9%, 4.2%
> O=C(NC1CCCCC1)c1ccc2ccccc2c1
  1.1%, -1.1, -8.8%, 2.7, 7.2%, 5.3%, -9.3%, 7.9%
> NC(=O)c1cn(-c2ccccc2)nc1-c1cc2ccccc2oc1=O
  6.8%, -1.8, 11.1%, 10.3, 0.3%, -9.9%, 29.1%, 3.5%
> O=C(Cc1c(Cl)cccc1Cl)N/N=C/c1cccnc1
  7.2%, -3.2, -3.7%, 0.7, 6.3%, -11.6%, ?, 5.8%
> COc1cc2c(cc1OC)n(CC(=O)NC1CCCCCC1)n1c(C)cc(=O)nc21
  6.2%, -0.1, 5.9%, -4.7, -20.6%, 26.7µM*, 0.8%, -5.9%
> CCOC(=O)N1CCC(N2C(=O)c3ccccc3C2Nc2cc(C)cc(C)c2)CC1 (centres undefined)
  7.2%, 0.1, 4.3%, 3.2, -4.4%, -9.3%, 26.8%, 2.8%
> COc1ccc(CN(C)C(=O)c2ccc(OCC(=O)N3CCOCC3)c(OC)c2)cc1
  -18.4%, -0.8, -4.2%, 4.4, 6.9%, 1.3%, ·, 2.3%
> Cc1nc(C)c(C(=O)OC(C)C(=O)Nc2ccc(F)cc2)s1 (centres undefined)
  4.2%, 0.5, 5.9%, 3.4, -7.6%, 4.7%, -0.8%, -5.0%
> COc1ccc(Cl)cc1C(=O)N(Cc1nc(-c2cccc(C)c2)no1)C(C)C
  18.1%, -2.9, 8.6%, 6.4, -1.9%, -4.2%, 38.1%, -12.9%
> COc1ccc2cc3cc(C(=O)NCc4ccc5c(c4)OCO5)oc3nc2c1
  13.8%, 0.1, 1.8%, -12.2, -26.6%, -0.7%, 17.7%, -28.5%
> CCOC(=O)c1sc(NC(=O)CN2C(=O)c3cccc4cccc(c34)C2=O)nc1C
  -5.1%, -0.7, 4.2%, ·, 4.1%, -1.1%, -6.0%, -13.8%
> CCN(C(=O)CSc1ccccn1)C1CCCCC1
  31.7%, -0.4, -1.3%, -2.7, 9.4%, ?, -6.8%, -4.0%
> O=C(CSc1nnc(CNC(=O)c2cccc(C(F)(F)F)c2)o1)NCc1ccco1
  -5.5%, -1.0, 20.0%, -2.5, -11.1%, -4.9%, 16.9%, -16.7%
> O=C(C1CCC(=O)N(C2CC2)C1)N1CCN(c2cccc(Cl)c2)CC1 (centres undefined)
  -1.8%, -0.8, -3.8%, 3.3, -17.0%, -2.2%, ·, -33.8%
> N/C(=N\OC(=O)Cc1ccc(Cl)cc1)c1ccccn1
  ?, 0.8, 4.1%, -5.8, 10.2%, -12.5%, -19.4%, -0.1%
> CC[C@]12C(=O)N(C)C[C@H]([C@@H]3C(=O)N(Cc4ccccc4)C(=O)[C@@H]31)N2C(=O)c1ccc(Br)cc1
  4.0%, -0.2, -8.7%, -3.5, 11.2%, -16.4%, 4.9%, 7.1%
> COc1cccc(-c2oc3c(c2-c2ccc(OC)nc2)C(O)CCC3)c1 (centres undefined)
  6.0%, -0.2, 3.0%, 8.2, 3.3%, -4.7%, 30.5%, -3.0%
> COc1ccc(-c2ncncc2-c2csc(C)n2)c(O)c1OC
  2.1%, 0.2, 4.1%, -5.7, -13.6%, -3.9%, 0.6%, 6.3%
> COC(=O)c1coc(-c2ccc(OC)cc2)c1C(=O)OC
  -23.7%, -3.0, 2.4%, -2.1, 1.0%, -5.8%, ·, -27.5%
> Cc1ccc(OCCC(=O)OCC(=O)Nc2c(C)nn(-c3ccccc3)c2C)cc1
  6.7%, 5.2, 1.6%, 5.5, -6.7%, 3.3%, 0.0%, -5.1%
> COc1ccc(/C=N/NC(=O)Nc2ccc3nsnc3c2)c(OC)c1
  2.2%, -0.5, 3.5%, 4.2, -19.9%, -5.1%, -1.9%, 1.9%
> CCOC(=O)CNC(=O)CSc1ncnc2c1cnn2-c1ccc(C)cc1
  -5.6%, -0.9, 6.2%, 4.2, -4.2%, -9.9%, 12.4%, 2.1%
> COC(=O)c1c(C)cc(O)c(C)c1O
  -10.0%, -0.4, -12.7%, 0.6, -12.3%, -1.2%, 3.9%, -12.4%
> O=C(c1ccccc1)N1CCN(C(=O)N2CCCCC2)CC1
  5.2%, 0.2, 0.0%, -0.8, -13.0%, 1.0%, -10.6%, 1.7%
> CCNC(=O)c1ccc(C23CC4CC(CC(C4)C2)C3)o1
  12.0%, 0.8, 9.3%, 0.4, -25.7%, -2.5%, 8.6%, -5.3%[57.1 µM]
> O=C(Nc1ccc(OCc2ccccc2)cc1)Nc1cccnc1
  -17.0%, 0.2, -0.3%, 1.7, -6.4%, -0.1%, 10.6%, -8.8%
> CC(C(=O)N1CCN(C(=O)c2ccco2)CC1)n1sc2ccccc2c1=O (centres undefined)
  16.3%, -2.6, -0.4%, 1.4, 9.3%, -11.5%, 4.3%, 10.2%
> O=C(Nc1cc(C(F)(F)F)cc(C(F)(F)F)c1)c1ccc(Cn2cc(C(F)(F)F)ccc2=O)cc1
  6.2%, -1.0, -18.5%, ·, -20.2%, 1.0%, 12.9%, -7.7%
> CCCN(Cc1ccccc1)C(=S)Nc1cccc(C(F)(F)F)c1
  ?, -0.3, 6.0%, 12.4, -8.0%, -2.9%, 2.7%, -1.8%
> N=c1c(S(=O)(=O)c2ccc(Cl)cc2)cc2c(=O)n3ccccc3nc2n1CC1CCCO1 (centres undefined)
  -6.1%, 6.7, 10.5%, -3.7, ?, -12.0%, -8.5%, 6.2%
> CCOc1ccc(CCNS(=O)(=O)c2c(C)n[nH]c2C)cc1OCC
  -4.1%, -0.9, -18.4%, 7.8, -7.9%, -23.0%, 13.9%, -9.5%
> Cc1ccc(NC(=O)COC(=O)Cc2ccsc2)cc1S(=O)(=O)N1CCOCC1
  -2.5%, -0.2, 4.2%, -3.8, -10.0%, 1.4%, ·, -2.4%
> Cc1cccc(NC(=O)Cc2ccc(-c3ccccc3)cc2)n1
  25.8%, -2.8, 5.8%, -7.2, -17.1%, 4.4%, 10.9%, 0.7%
> CCSCc1nnc(SCC(=O)Nc2cc(F)ccc2C)n1C
  9.1%, -4.5, 3.7%, -1.6, -11.9%, -7.9%, -2.7%, -5.4%
> O=C(NN=C1CCCCCC1)c1ccc(Cl)s1
  6.9%, -5.4, 7.4%, 9.3, -2.5%, -9.3%, -12.4%, -8.9%
> CCCCN1CC(COCc2ccccc2)Oc2cccc(Oc3cc(C)c(C)c(C)c3)c2S1(=O)=O (centres undefined)
  -4.0%, -0.6, -7.4%, 8.4, -13.5%, -0.8%, -26.2%, -4.9%
> O[C@H]1C[C@H](c2ccc(Cl)cc2)N(CC2CCCCC2)C[C@@H]1n1cc(-c2ccc(F)cc2)nn1
  ?, -1.6, -2.5%, -0.9, 3.8%, -0.1%, -17.3%, -7.1%
